Lipid storage S3: qHTS Assay for Lipid Storage Modulators in Drosophila S3 Cells; Potency in µM for hits, for the others lipid storage change, negative = inhibition, % at the top dose, mostly 46.1 µM; 320,000 compounds, 0.64% hits; Drosophila S3 cells, BODIPY lipid droplet fluorescence, 18-24 h; cells fed with added oleic acid; active = well fitted inhibition curve with a large enough effect in the signal ratio, with a control signal flat, not every such curve was filed as active; inconclusive = small, poorly fitted or top-dose-only effect, or effect the other way, or a change in a side signal; the % refers to the signal ratio
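Drosophila S3 cells got compounds at several concentrations plus oleic acid (400 uM solution). Laser-scanning cytometry with 488 nm excitation read lipid droplets at 500-530 nm and cells at 575-640 nm. Percent activity was relative to 20 uM Triacsin C.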
Lipid storage S3 cell count max: recorded beside Lipid storage S3, whose call it bears; cell number change, %; measured here: cell count max response;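 cells counted by Cell Tracker Red CMTPX staining in the red channel; peak over a dose series mostly up to 46.1 µM; percent activity relative to internal control wells on each plate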
The depositor's hits bear a star; i = inactive; ? = inconclusive; / = no result given. % is scaled to controls: 0 for no effect and ±100 for the full control effect; potency is read from the fitted curve at half-maximal effect. The list is partial (hit frequency here may not be typical).

Results follow in this order: Lipid storage S3	Lipid storage S3 cell count max
> O=C(/C=C/Nc1ccc(F)c(Cl)c1)c1ccccc1
 : -25%	-11
> CCC(C)(C)NC(=O)Cc1ccc(F)cc1
 : 8%	6
> CSc1cccc(NC(=O)N2CCc3ccc(NC(=O)c4ccccn4)cc3C2)c1
 : i	-11
> Cc1c(C)c(C)c(S(=O)(=O)Nc2ccc3[nH]c(=O)[nH]c3c2)c(C)c1C
 : ?	/
> Cc1nc2c(ncn2-c2ccccc2)c(=O)n1NC(=O)CN1CCCC1
 : 0%	/
> FC(F)(F)c1cc(-c2ccccc2)nc(N2CCCCCC2)n1
 : i	-7
> O=C1CN(C(=O)COc2ccccc2)c2ccccc2N1
 : ?	/
> O=c1[nH][nH]c(C(F)(F)F)c1C=NCc1cccc(Cl)c1
 : i	/
> CC(=O)c1cccc(Nc2nc(-c3cccc([N+](=O)[O-])c3)cs2)c1
 : ?	/
> CC(C)N(CCCNC(=O)c1ccc(CS(=O)(=O)c2c(Cl)cccc2Cl)o1)Cc1ccccc1
 : ?	/
> CC(C)(C)c1nc(NCC2CCCO2)c2nnn(Cc3ccccc3)c2n1 (configuration not stated)
 : ?	/
> Cc1cc(C)n(Cc2ccc(C(=O)Nc3cccc(Br)c3)o2)n1
 : ?	/
> O=C(Nc1cccc(-c2csc(Nc3cccc(C(F)(F)F)c3)n2)c1)c1ccccc1
 : ?	/
> CSc1ccc(CN2CCC(Oc3ccc(C(=O)N4CCCC4)cc3)CC2)cc1
 : ?	/
> O=C(Nc1ccc(F)cc1)C(Cc1ccccc1)n1cccc1 (configuration not stated)
 : -8%	-21
> O=S(=O)(c1ccc(F)cc1)N1CCC2(CC1)OCCO2
 : -15%	/
> CC(=O)Nc1c([N+](=O)[O-])cc2[nH]c(=O)[nH]c2c1[N+](=O)[O-]
 : ?	/
> Cc1ccc(N2CC(C(=O)Nc3ccncc3)CC2=O)cc1 (configuration not stated)
 : -7%	1
> CCN(CC)S(=O)(=O)c1cccc(-c2nnc(SCC(=O)c3cc(C)n(C4CC4)c3C)o2)c1
 : i	14
> Cc1ccc(-c2nn(C)c(=O)c3ccccc23)cc1CNS(C)(=O)=O
 : ?	/
> O=C(Nc1cc([N+](=O)[O-])ccc1O)c1ccc2c(c1)C(=O)N(Cc1ccco1)C2=O
 : i	12
> Cc1ccccc1P(=O)(CO)c1ccccc1C
 : 0%	7
> CC(C)Oc1ccc(C(=O)CCN2CCCCC2)cc1
 : ?	/
> Cc1nc2ccc(S(=O)(=O)NC(C(=O)NC3CCCC3)C(C)C)cc2s1 (configuration not stated)
 : ?	/
> CC(C)c1cc(NC(=O)CSc2nnc(-c3ccccc3F)n2C)on1
 : ?	/
> O=C(NCCCO)c1ccc2[nH]c3c(c2c1)CCCC3
 : ?	/
> C[C@H](NS(=O)(=O)c1ccc(Cl)c(Cl)c1)C(=O)OCc1cc(=O)n2cc(Br)ccc2n1
 : 9%	3
> CC(Sc1ccsc1[N+](=O)[O-])C(=O)NCc1ccccc1 (configuration not stated)
 : -5%	-8
> Cc1ccc(-c2cc(C(=O)Nc3ccc(S(=O)(=O)Nc4onc(C)c4C)cc3)c3ccccc3n2)cc1
 : ?	/
> CCc1cc2c(SCC(=O)Nc3cc(C)on3)ncnc2s1
 : ?	/
> COC(=O)C1=CN(Cc2ccc(C)cc2)C=C(C(=O)OC)C1c1ccc(F)c(F)c1
 : 7%	7
> COc1ccc(S(N)(=O)=O)cc1C(=O)OCC(=O)NC(C)(C#N)C1CC1 (configuration not stated)
 : ?	/
> CCOc1ncccc1C(=O)Nc1cccc(-c2nc3cccnc3s2)c1
 : ?	/
> COc1ccc(N(Cc2cc3cccc(C)c3[nH]c2=O)C(=O)C2CCCO2)cc1 (configuration not stated)
 : 2%	-9
> O=C1c2ccccc2C(=O)N1CCSc1ccccc1
 : 7%	-22
> O=C(NC1CCCCCC1)c1cc(S(=O)(=O)N2CCOCC2)ccc1F
 : ?	/
> Cc1csc(SCC(=O)Nc2cc([N+](=O)[O-])ccc2F)n1
 : -2%	8
> Cc1cc(OC(=O)c2ccc(Cl)cc2)cc(=O)n1C
 : 12%	8
> O=C(Nc1ccc(S(=O)(=O)Nc2nccs2)cc1)c1ccc(F)c(S(=O)(=O)N2CCOCC2)c1
 : 14%	38
> O=C(O)CSCC(=O)Nc1ccc(Cl)cc1C(F)(F)F
 : i	-5
> O=S(=O)(Nc1nc2ccccc2nc1N1CCN(CCO)CC1)c1cc(F)ccc1F
 : ?	/
> CCc1nc(N[C@@H](Cc2c[nH]c3ccccc23)C(=O)O)c2oc3ccccc3c2n1
 : i	4
> Cc1ccc2c(c1)C1(C(=O)N2)N2CCCC2C(C(=O)c2ccc3ccccc3c2)C12C(=O)Nc1ccccc12 (configuration not stated)
 : -1%	/
> Cc1nn(CC(=O)N(C)C2(C#N)CCCCC2)c(C)c1[N+](=O)[O-]
 : ?	/
> Cc1cc(OCC(=O)c2ccc(C(F)(F)F)cc2)n2cnnc2n1
 : 4%	11
> COc1ccc2[nH]cc(C(=O)C(=O)N3CCCCC3)c2c1
 : ?	/
> CCCCOc1ccc(N2CC(C(=O)NCCc3ccc(OC)c(OC)c3)CC2=O)cc1 (configuration not stated)
 : -1%	-2
> CC(CC(=O)NNC(=O)c1ccncc1)c1ccccc1 (configuration not stated)
 : ?	/
> N#CNC(=Nc1cccc(F)c1)SCc1ccccc1
 : -2%	-1
> Cc1ccc(C)c(-n2ccnc2SCC(=O)c2c(N)n(C3CC3)c(=O)[nH]c2=O)c1
 : ?	/

Carrying on:
Results follow in this order: Lipid storage S3	Lipid storage S3 cell count max
> Cc1cc(=O)[nH]c(SCc2nnc(-c3ccccc3)o2)n1
 : ?	/
> CCc1nn(CC(=O)NCCN2CCOCC2)c(=O)c2cc3c(OC)cccc3n12
 : ?	/
> COCCn1c(SCC(=O)N2CCCc3ccccc32)nc2cccnc21
 : ?	/
> Cc1nn(-c2ccc(F)cc2F)c2c1-c1nc(N3CCCC3)ncc1CC2
 : 8%	3
> Cc1ccc(C(=O)/C=C/Nc2cccc([N+](=O)[O-])c2)o1
 : ?	/
> Cc1ccc(S(=O)(=O)Cn2nnnc2C(CC(C)C)N2CCN(C3CCCC3)CC2)cc1 (configuration not stated)
 : -24%	/
> Cc1c(/C=N/NC(=O)c2cccnc2)c2ccccn2c1C(=O)c1ccc(F)cc1
 : ?	/
> O=C(NCc1cccc(F)c1)C1CCC(=O)N(CCc2cccc(F)c2)C1 (configuration not stated)
 : i	4
> COc1cc(C(=O)N2CCN(C)C(C)C2)ccc1OC1CCN(C(C)=O)CC1 (configuration not stated)
 : ?	/
> Cc1ccc(N2CC(O)Cn3c2nc2c3c(=O)n(C)c(=O)n2C)cc1 (configuration not stated)
 : ?	/
> O=c1oc2ccc(C#CC3(O)CCCCC3)cc2cc1-n1cc(C2(O)CCCCC2)nn1
 : ?	/
> N#Cc1ncc(C(F)(F)F)cc1Sc1ccccc1N
 : i	28
> CC(=O)c1ccc(NC(=O)COC(=O)c2ccccc2N=Nc2ccc(N(C)C)cc2)cc1
 : ?	/
> COC(=O)[C@@H]1C[C@@H](c2ccccc2)[C@H](C)C1(C)C
 : 1%	-10
> O=C(CN1CCN(c2ccccc2)CC1)N1CCc2ccccc21
 : 13%	4
> CCOc1ccc(C(=O)NNC(=O)c2cc(S(=O)(=O)N3CCOCC3)ccc2Cl)cc1
 : 26µM*	8.6*
> COc1ccccc1/C=N/NC(=O)CC(=O)Nc1ccc(Cl)c(Cl)c1
 : 19%	-11
> CCCCNC(=O)O/N=C(\N)CS(=O)(=O)C(C)(C)C
 : -18%	2
> COc1cccc(CCNC(=O)CC2C(=O)NCCN2Cc2ccc(Cl)c(F)c2)c1 (configuration not stated)
 : 10%	3
> COc1ccc(NC(=S)N2CCC(NC(=O)C3CCCCC3)CC2)cc1
 : i	13
> Cc1cc(NC(=O)CCN2C(=O)C3C4C=CC(C4)C3C2=O)ccc1Br (configuration not stated)
 : ?	/
> O=C(CSc1nncn1-c1ccccc1)Nc1c(F)cccc1F
 : ?	/
> Cn1c2ccccc2c2cc(C(=O)N3CCOCC3)sc21
 : -5%	/
> COc1ccc(OC)c(S(=O)(=O)N2CCCC(N3CCN(c4ccccc4)CC3)C2)c1 (configuration not stated)
 : ?	/
> O=C(NCCO)c1ccc2c(c1)S(=O)(=O)c1ccccc1C2=O
 : i	13
> Cn1cccc1CC(=O)NNC(=O)Nc1ccc(F)cc1
 : -6%	14
> Nc1ccc(-n2nncc2-c2ccc(Cl)cc2)cc1
 : ?	/
> COc1ccc(S(=O)(=O)N2CCC(C(=O)Nc3c(F)cccc3F)CC2)cc1
 : 5%	-10
> Cc1cccc(C(=O)N2CCN(C(=O)c3cccc(C)c3)C(C)C2)c1 (configuration not stated)
 : ?	/
> Cc1cc(=O)[nH]c(SCc2cc(=O)n3nc(C)sc3n2)n1
 : 11%	/
> COc1ccccc1N1C(N)=NC(N)=NC1(C)C
 : 6%	-5
> COc1cccc(N2C(=O)CC(Sc3nc(C)cc(C)n3)C2=O)c1 (configuration not stated)
 : 2%	12
> CC(C)[C@H](NC(=O)OC(C)(C)C)C(=O)N1CCC(C(=O)N[C@@H](C)C(=O)Nc2ccc(F)cc2)CC1
 : -3%	16
> CCOc1c(/C=C(\C#N)C(N)=O)c2ccccc2n1CC
 : ?	/
> CCc1ccc(NC(=O)CSc2nc3nc(C)cc(C)n3n2)cc1
 : ?	/
> Cc1ccc2nc(SCC(=O)N3CCCC3)[nH]c2c1
 : 10%	-6
> COc1cc(NS(=O)(=O)c2ccc(NC(=O)Cc3ccccc3)cc2)nc(OC)n1
 : -6%	/
> CN1CCN(CCCC(=O)c2ccc(C3CCCC3)cc2)CC1
 : ?	/
> c1ccc2c(Nc3ccc(N4CCOCC4)cc3)nc(N3CCOCC3)nc2c1
 : ?	/
> Cc1nn(C(=O)c2c(-c3ccccc3)noc2C)c(C)c1N=Nc1cc(C(F)(F)F)cc(C(F)(F)F)c1
 : 1%	11
> CS(=O)(=O)Nc1nc2n(n1)C(c1ccccc1)CC(c1ccccc1)N2 (configuration not stated)
 : -5%	13
> COc1cccc(NC(=O)CSC(N)=O)c1
 : 6%	-1
> O=C1Nc2cc(C(=O)N3CCN(c4ccccn4)CC3)ccc2S/C1=C\c1ccccc1
 : ?	/
> O=C(NC1CCC(c2ccccc2)CC1)c1cccnc1 (configuration not stated)
 : -13%	-12
> Cc1cc(C(=O)O)ccc1-c1ccc(/C=C2\SC(=O)N(CC(=O)Nc3ccc4c(c3)OCO4)C2=O)o1
 : ?	/
> Cc1cccc(NC(=O)CN2C(=O)N/C(=C/c3ccc(C)o3)C2=O)c1
 : 10%	-2
> CN(C)CCCN(C(=O)c1ccc2c(c1)OCCO2)c1nc2ccc(Cl)cc2s1
 : ?	/
> CCN(CC)CC(=O)Nc1ccc(C)cc1C(=O)c1ccccc1
 : 2%	5
> c1ccc(NC2=NCCCCS2)cc1
 : 2%	-4
> COc1ccc(/C=C2\CC/C(=C\c3ccc(OC)c(OC)c3)C2=O)cc1OC
 : ?	/

(list continues)
Results follow in this order: Lipid storage S3	Lipid storage S3 cell count max
> CCOc1ccccc1N1CCN(CC(=O)NC(C)c2ccccc2)CC1 (configuration not stated)
 : ?	/
> O=CN/C=C/c1cc(O)ccc1O
 : -5%	9
> CN=c1sc2ccccc2n1CC(O)COCc1ccco1 (configuration not stated)
 : 4%	0
> O=C(/C=N\O)NCCCNCc1ccccc1
 : ?	/
> CCNC(=O)COC(=O)Cc1ccc(Cl)cc1Cl
 : ?	/
> Cc1ccc(Nc2c([N+](=O)[O-])c(=O)n(C)c3ccccc23)cc1
 : 15%	3
> C[N+](C)(C)CCOc1ccc([N+](=O)[O-])cc1
 : ?	/
> Cc1cc(NC(=O)C(C)SCC(=O)N(Cc2ccccc2)c2ccccc2)no1 (configuration not stated)
 : ?	/
> NC(=O)c1c(NC(=O)c2cccnc2)sc2c1CCCC2
 : ?	/
> Cc1cc2nc3n(c2cc1C)CC1CC(C(=O)NCc2ccco2)N(C)C31 (configuration not stated)
 : 7%	2
> Cc1ccc(NC(=O)c2ccc3c(c2)N(CC(=O)N2CCCCC2)C(=O)C(C)(C)O3)cc1
 : ?	/
> Cc1cc(C)c(-n2nnnc2SCC(=O)c2cc3ccccc3o2)c(C)c1
 : 27%	/
> COc1ccc(CNC(=O)CN(CC2CCCO2)C(=O)CNS(=O)(=O)c2ccc(F)cc2)cc1 (configuration not stated)
 : 15%	7
> Cn1ccnc1Sc1ccc(C(N)=O)cc1[N+](=O)[O-]
 : ?	/
> COc1ccc(-c2noc(N3CCCC(C(=O)Nc4ccccc4F)C3)n2)cc1 (configuration not stated)
 : ?	/
> Cc1cc(C(=O)NNC(=O)c2ccc(S(=O)(=O)N(C)C)cc2)c(C)o1
 : i	4

Molecules from the list above containing two or more sulfur atoms, in the order listed:
Results follow in this order: Lipid storage S3	Lipid storage S3 cell count max
> CCN(CC)S(=O)(=O)c1cccc(-c2nnc(SCC(=O)c3cc(C)n(C4CC4)c3C)o2)c1
 : i	14
> Cc1nc2ccc(S(=O)(=O)NC(C(=O)NC3CCCC3)C(C)C)cc2s1 (configuration not stated)
 : ?	/
> CC(Sc1ccsc1[N+](=O)[O-])C(=O)NCc1ccccc1 (configuration not stated)
 : -5%	-8
> CCc1cc2c(SCC(=O)Nc3cc(C)on3)ncnc2s1
 : ?	/
> Cc1csc(SCC(=O)Nc2cc([N+](=O)[O-])ccc2F)n1
 : -2%	8
> O=C(Nc1ccc(S(=O)(=O)Nc2nccs2)cc1)c1ccc(F)c(S(=O)(=O)N2CCOCC2)c1
 : 14%	38
> Cc1cc(=O)[nH]c(SCc2cc(=O)n3nc(C)sc3n2)n1
 : 11%	/
